SENP7 block: SENP7 protease inhibitors, primary screen, biochemical, luminescence, uHTS. hit rate 1.5% among 330,000. recombinant SENP7, Z-RLRGG-aminoluciferin luminescence, 40 min. inhibition, % at 5 µM;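 active = inhibition above about 50% at the single test dose, limit read from the data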;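 also: plate controls were DMSO with enzyme for no effect and no enzyme buffer wells for full effect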
Target sequence (Q9BQF6 706-1050 limits assumed): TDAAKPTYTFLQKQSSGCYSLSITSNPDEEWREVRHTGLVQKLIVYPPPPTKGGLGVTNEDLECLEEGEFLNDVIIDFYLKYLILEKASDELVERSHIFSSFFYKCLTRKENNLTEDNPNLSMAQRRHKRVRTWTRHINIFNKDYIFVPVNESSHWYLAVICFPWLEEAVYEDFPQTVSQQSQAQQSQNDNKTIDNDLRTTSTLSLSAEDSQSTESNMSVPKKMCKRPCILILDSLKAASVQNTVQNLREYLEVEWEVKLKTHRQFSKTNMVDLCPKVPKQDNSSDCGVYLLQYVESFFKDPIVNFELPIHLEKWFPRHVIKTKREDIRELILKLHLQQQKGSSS
HKDC1 inh: HKDC1 hexokinase inhibitors, primary screen, biochemical, fluorescence, uHTS; AID 493160, 2011; inhibition, % at 20 µM; recombinant HKDC1, G6PDH/diaphorase resazurin coupled fluorescence; hit rate 0.16% among 340,000;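 active = inhibition above about 35% when tested at 20 µM, limit read from the data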;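 also: plate controls were DMSO wells with enzyme for no effect and DMSO wells lacking enzyme for full effect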
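Assay system: in-house recombinant HK5 (HKDC1) enzyme. Input: HKDC1 at 5 µg/mL. Medium: Tris pH 8.0 buffer with MgCl2, Tween-20, BSA, BME. Dosing: single 20 µM dose. Schedule: 90 min reaction incubation at room temperature, dark. Signal: resazurin-to-resorufin fluorescence via G6PDH and diaphorase coupling, 525/613 nm. Controls: DMSO-enzyme wells negative, buffer-substituted wells positive.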
NR3A LBD binder: binders of NR3A ligand-binding domain, primary screen, biophysical, differential scanning fluorimetry, uHTS | Glutamate receptor ionotropic, NMDA 3A (GRIN3A) ligand-binding domain | NR3A LBD differential scanning fluorimetry, Tm shift; 0% = protein alone, 100% = glycine-bound protein | Tm shift relative to glycine control, % at 25 µM | hit rate 2.5% among 340,000 | AID 1259313, 2017;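 active = melting temperature shift of at least 10% of the positive control shift, at one fixed dose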
SENP6 inh: SENP6 protease inhibitors, primary screen, biochemical, luminescence, uHTS; Recombinant SENP6 catalytic domain, aminoluciferin luminescence; inhibition, % at 10 µM; hit rate 1.8% among 330,000; AID 2599, 2010;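 active = inhibition above about 50% at the single tested dose, limit read from the data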;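 also: plate controls were DMSO wells with enzyme for no effect and DMSO wells lacking enzyme for full effect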
SENP8 block: human SENP8 protease inhibitors, primary screen, biochemical, fluorescence, Nedd8 protein substrate, uHTS | recombinant SENP8 | inhibition, % at 20 µM | hit rate 0.64% among 360,000 | AID 602440, 2012; in the data active = inhibition mostly above about 40%, no sharp cut-off; inactive = mostly below about 27%
Target sequence (Q96LD8 whole entry, looked up): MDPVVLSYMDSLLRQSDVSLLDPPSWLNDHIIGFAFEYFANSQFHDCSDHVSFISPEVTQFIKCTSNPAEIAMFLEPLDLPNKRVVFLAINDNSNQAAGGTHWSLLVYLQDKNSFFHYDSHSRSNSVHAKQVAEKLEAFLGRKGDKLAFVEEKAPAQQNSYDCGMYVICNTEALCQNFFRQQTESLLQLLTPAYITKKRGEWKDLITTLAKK
MPTP inh: mitochondrial permeability transition pore inhibitors, primary screen, biochemical, isolated mouse mitochondria, absorbance; Ca2+ swelling absorbance, 30 min; inhibition, % at 10 µM; hit rate 1.4% among 360,000;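 active = inhibition of 50% or more, scaled per plate between neutral and stimulator controls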;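 also: 0% = DMSO wells given calcium and 100% = 1 mM EGTA wells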
ATG4B inhibitor: ATG4B protease inhibitors, primary screen, biochemical, fluorescence, uHTS; Cysteine protease ATG4B (Homo sapiens), Q9Y4P1; ATG4B cleavage of LC3-PLA2, NBD-HPC fluorescence, 1 h; inhibition, % at 8.33 µM; hit rate 0.51% among 340,000; AID 504462, 2011; in the data active = inhibition above about 40%
Target sequence (Q9Y4P1 whole entry, looked up): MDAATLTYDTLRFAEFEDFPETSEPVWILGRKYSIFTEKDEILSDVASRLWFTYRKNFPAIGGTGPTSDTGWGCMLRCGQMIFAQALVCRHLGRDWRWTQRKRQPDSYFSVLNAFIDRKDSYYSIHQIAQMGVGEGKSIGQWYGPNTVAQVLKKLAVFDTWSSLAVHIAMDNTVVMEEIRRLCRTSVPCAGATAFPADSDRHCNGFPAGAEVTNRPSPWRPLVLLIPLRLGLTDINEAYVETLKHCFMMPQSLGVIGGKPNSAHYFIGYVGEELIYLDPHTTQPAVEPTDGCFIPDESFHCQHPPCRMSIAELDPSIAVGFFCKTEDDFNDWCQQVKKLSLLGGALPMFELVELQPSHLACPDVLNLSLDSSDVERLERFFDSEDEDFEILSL
PfG6PD inh: PfG6PD enzyme inhibitors, primary screen, biochemical, fluorescence intensity, uHTS; PfGluPho enzyme, NADPH resazurin-diaphorase fluorescence; inhibition, % at 20 µM; hit rate 0.78% among 350,000; AID 504690, 2011;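 active = inhibition reaching at least a set limit at 20 µM in the primary screen, cut at about 59% in these data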;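 also: 0% = DMSO wells with substrate and 100% = DMSO wells lacking glucose-6-phosphate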
* marks the source's active call; other numbers are inactive results; x = no result given.

Under each structure – MPTP inh | SENP6 inh | NR3A LBD binder | ATG4B inhibitor | HKDC1 inh | SENP8 block | SENP7 block | PfG6PD inh
- Nc1nonc1N/N=C\c1ccccc1
 : 6.0 | -19 | 18* | -2 | -3 | 11 | 8 | 0
- COc1ccc(-c2cn(CCCOCc3ccccc3)nn2)cc1
 : -0.4 | -6 | 2 | 2 | 4 | 14 | 4 | 6
- COc1ccc(-c2nc(C)ncc2-c2ccccc2)c(O)c1
 : 1.7 | -22 | 1 | -2 | -4 | 6 | -9 | -4
- CC(C)[C@H](NC(=O)C1(c2ccccc2)CCN(C(=O)OC(C)(C)C)CC1)C(=O)O
 : 0.2 | -6 | 1 | 3 | -7 | 18 | 5 | -12
- Cn1cnnc1SCC(=O)Nc1ncc(C(F)(F)F)cc1Cl
 : 0.0 | 14 | 2 | -5 | 5 | 3 | 4 | 0
- CCCNC(=O)CN1C(=O)COc2ccc(S(=O)(=O)N3CCCCCC3)cc21
 : -0.8 | 3 | 0 | 9 | -6 | 3 | 10 | -6
- CCCCNC(=O)NS(=O)(=O)c1ccc(C(=O)OC(C)C)o1
 : -6.4 | -14 | -4 | -8 | -9 | 14 | -10 | -24
- CCn1c(=O)cc(OCC(=O)NCCCN2CCC(C)CC2)c2ccccc21
 : 0.2 | -6 | -1 | -4 | -6 | 14 | -1 | 0
- CC1CCCN(S(=O)(=O)c2ccc3c(c2)C(C)(C)C(=O)N3C)C1 (configuration not stated)
 : 0.8 | -10 | 5 | 6 | -5 | 9 | -8 | -10
- CCCNC(=O)COC(=O)c1ccccc1C(=O)c1ccc(Cl)c([N+](=O)[O-])c1
 : 0.5 | -8 | -1 | 10 | -1 | 7 | -8 | 1
- O=C(CNC(=O)c1ccccc1F)OCC(=O)N1CCCc2ccccc21
 : 11 | 11 | 4 | 2 | -8 | 4 | 1 | 4
- O=C(c1cccc(S(=O)(=O)N2CCc3ccccc3C2)c1)N1CCN(c2ccccc2)CC1
 : 5.1 | 3 | 0 | -6 | -5 | 22 | -1 | 8
- O=C(O)c1cccc([N+](=O)[O-])c1C(=O)Nc1cccc2ccccc12
 : -0.6 | 45 | -2 | 1 | 15 | -335 | 18 | -6
- COc1ccc(NC(=O)C2CCN(c3nc(C)cc(C)n3)CC2)cc1
 : 0.5 | 0 | 2 | -12 | 0 | -19 | 1 | -6
- CC(C)COC(=O)c1ccc2c(c1O)C(=O)c1ccccc1C2=O
 : 2.2 | 81* | -12 | -9 | 21 | 35 | 93* | -4
- CN1C[C@@H]2[C@@H]3C(=O)N(C)C(=O)[C@@H]3[C@](Cc3ccccc3)(C1=O)N2C(=O)c1ccc(Cl)cc1
 : -0.3 | x | 0 | -10 | -2 | -11 | x | 8
- O=C(NC1CCCC(C(F)(F)F)C1)c1ccc([N+](=O)[O-])o1 (configuration not stated)
 : 1.2 | 2 | 1 | 7 | 0 | 28 | -9 | -2
- O=c1c(Br)ccc(Br)cc1Br
 : -1.5 | x | -2 | -2 | 32 | 13 | x | 66*
- COCCCN1C(=O)C(=O)/C(=C(/O)c2ccc(S(=O)(=O)N3CCOCC3)cc2)C1c1ccc(F)cc1 (configuration not stated)
 : -0.7 | 2 | -3 | -4 | 2 | 12 | -3 | -21
- CCOC(=O)N1CCc2c(sc3c2C(=O)NC(c2ccccc2)N3)C1 (configuration not stated)
 : -1.0 | 2 | -2 | -6 | 9 | -490 | 24 | 22

Quoted from the results shown (12 entries):
Under each structure – MPTP inh | SENP6 inh | NR3A LBD binder | ATG4B inhibitor | HKDC1 inh | SENP8 block | SENP7 block | PfG6PD inh
- COc1ccc(-c2nc(C)ncc2-c2ccccc2)c(O)c1
 : 1.7 | -22 | 1 | -2 | -4 | 6 | -9 | -4
- CC(C)[C@H](NC(=O)C1(c2ccccc2)CCN(C(=O)OC(C)(C)C)CC1)C(=O)O
 : 0.2 | -6 | 1 | 3 | -7 | 18 | 5 | -12
- Cn1cnnc1SCC(=O)Nc1ncc(C(F)(F)F)cc1Cl
 : 0.0 | 14 | 2 | -5 | 5 | 3 | 4 | 0
- CCCNC(=O)CN1C(=O)COc2ccc(S(=O)(=O)N3CCCCCC3)cc21
 : -0.8 | 3 | 0 | 9 | -6 | 3 | 10 | -6
- CCCCNC(=O)NS(=O)(=O)c1ccc(C(=O)OC(C)C)o1
 : -6.4 | -14 | -4 | -8 | -9 | 14 | -10 | -24
- CCn1c(=O)cc(OCC(=O)NCCCN2CCC(C)CC2)c2ccccc21
 : 0.2 | -6 | -1 | -4 | -6 | 14 | -1 | 0
- CC1CCCN(S(=O)(=O)c2ccc3c(c2)C(C)(C)C(=O)N3C)C1 (configuration not stated)
 : 0.8 | -10 | 5 | 6 | -5 | 9 | -8 | -10
- CCCNC(=O)COC(=O)c1ccccc1C(=O)c1ccc(Cl)c([N+](=O)[O-])c1
 : 0.5 | -8 | -1 | 10 | -1 | 7 | -8 | 1
- O=C(CNC(=O)c1ccccc1F)OCC(=O)N1CCCc2ccccc21
 : 11 | 11 | 4 | 2 | -8 | 4 | 1 | 4
- O=C(c1cccc(S(=O)(=O)N2CCc3ccccc3C2)c1)N1CCN(c2ccccc2)CC1
 : 5.1 | 3 | 0 | -6 | -5 | 22 | -1 | 8
- O=C(O)c1cccc([N+](=O)[O-])c1C(=O)Nc1cccc2ccccc12
 : -0.6 | 45 | -2 | 1 | 15 | -335 | 18 | -6
- COc1ccc(NC(=O)C2CCN(c3nc(C)cc(C)n3)CC2)cc1
 : 0.5 | 0 | 2 | -12 | 0 | -19 | 1 | -6

More results
Under each structure – MPTP inh | SENP6 inh | NR3A LBD binder | ATG4B inhibitor | HKDC1 inh | SENP8 block | SENP7 block | PfG6PD inh
- COc1ccc2c(c1)SCC/C2=C\CN1C(=O)CCC1=O
 : -0.1 | -16 | -3 | -3 | -8 | 1 | -9 | -2
- CN(CC1CCOCC1)C(=O)CC1C(=O)NCCN1CC(c1ccccc1)c1ccccc1 (configuration not stated)
 : 0.2 | -11 | 0 | -4 | 5 | -38 | -1 | 4
- O=C(COC(=O)CN1C(=O)C2CCCCC2C1=O)Nc1c(Cl)cccc1Cl (configuration not stated)
 : -0.7 | 7 | 1 | 0 | -6 | 7 | 4 | 6
- O=C(NCC(=O)N1CCN(C/C=C/c2ccccc2)CC1)c1ccc(OC(F)F)cc1
 : 1.7 | -2 | -2 | -7 | -2 | 9 | -7 | -14
- CCC1CCc2sc(C(=O)NCC(c3ccccc3OC)N3CCCC3)cc2C1 (configuration not stated)
 : 0.7 | 6 | -1 | -5 | 1 | 14 | 3 | 0
- COn1c(SCC(=O)N(C)C)nc2ccccc2c1=O
 : -1.4 | -15 | 0 | -1 | -3 | 8 | 5 | -6
- Cc1cc(Oc2nc3c(C)cccn3c(=O)c2/C=C(\C#N)S(=O)(=O)c2ccccc2)ccc1Cl
 : -0.3 | 5 | -9 | 10 | -4 | -392 | 0 | 7
- NS(=O)(=O)c1ccc(CNC(=O)/C=C/c2ccc(S(=O)(=O)N3CCOCC3)cc2)cc1
 : 0.9 | -15 | -1 | -8 | -4 | 34 | 3 | 5
- CCN(CC)S(=O)(=O)c1ccc(OC)c(NC(=O)C(C)Oc2ccc3c(C)cc(=O)oc3c2)c1 (configuration not stated)
 : 2.8 | -16 | 1 | -6 | -2 | -45 | -6 | 20
- CC(=O)N1CCc2c(sc(NC(=O)CS(=O)(=O)c3ccc(F)cc3)c2C#N)C1
 : 0.6 | -7 | -1 | 4 | -1 | -18 | 3 | -9
- O=C(CSc1ncnc2c(-c3ccc(Cl)cc3)nsc12)c1ccccc1
 : 5.4 | 31 | -3 | 13 | -9 | -15 | 15 | -13
- CCc1nnc(NC(=O)CSc2ccc(Cl)cc2)s1
 : -0.3 | 17 | 4 | -5 | 5 | -5 | -3 | -3
- CC(=O)O[C@]1(C(C)=O)CC[C@H]2[C@@H]3C=CC4=CC(=O)C=C[C@]4(C)[C@H]3CC[C@@]21C
 : -0.7 | -20 | -1 | -7 | 13 | 18 | -10 | -4
- O=C1CCCCCN1Cc1ccccc1
 : -0.5 | -6 | 1 | -2 | -7 | 21 | 8 | -9
- O=C(COc1nsnc1N1CCOCC1)N1CCOCC1
 : 1.2 | x | 0 | -13 | -4 | 14 | x | -4
- CCCOc1ccc(C(=O)OCC(=O)c2c(N)n(C)c(=O)n(C)c2=O)cc1OC
 : -0.7 | 6 | -2 | 9 | -5 | 10 | -5 | -8
- COc1cc(C)ccc1OCc1cc(C(=O)N2C[C@H]3CC[C@H]2C3)no1
 : -2.9 | -11 | 1 | 2 | -2 | 16 | 13 | -11
- Cc1nc2nc(SCC(N)=O)[nH]c2cc1Br
 : -1.4 | 10 | 4 | 36 | -3 | 16 | 2 | 0
- Cc1nc(SCC(=O)O)c(C#N)c(-c2ccco2)c1C(=O)N(C)C
 : 1.2 | -12 | 0 | -5 | -5 | 2 | 5 | -11
- C=CCOc1ccccc1CN1CCC(n2nccc2NC(=O)c2ccccc2)CC1
 : -1.6 | 3 | -1 | -7 | -9 | 9 | 4 | 4

Retrieved by compound from above:
Under each structure – MPTP inh | SENP6 inh | NR3A LBD binder | ATG4B inhibitor | HKDC1 inh | SENP8 block | SENP7 block | PfG6PD inh
- Cc1nc2nc(SCC(N)=O)[nH]c2cc1Br
 : -1.4 | 10 | 4 | 36 | -3 | 16 | 2 | 0
- NS(=O)(=O)c1ccc(CNC(=O)/C=C/c2ccc(S(=O)(=O)N3CCOCC3)cc2)cc1
 : 0.9 | -15 | -1 | -8 | -4 | 34 | 3 | 5

Following part
Under each structure – MPTP inh | SENP6 inh | NR3A LBD binder | ATG4B inhibitor | HKDC1 inh | SENP8 block | SENP7 block | PfG6PD inh
- Cc1c(CC(=O)NCC(=O)NCC(=O)O)c(=O)oc2cc3c(cc12)CCC(C)(C)O3
 : 0.5 | 4 | 2 | -2 | -3 | -288 | -4 | -20
- FC(F)(F)c1cnc(-c2cnc(-c3ccncc3)nc2)c(Cl)c1
 : -0.6 | -1 | 5 | -9 | -7 | 15 | 15 | 5
- OC[C@@H]1[C@@H](c2ccc(Cl)cc2)C(c2ccc(F)cc2)=NN1c1ccccc1
 : 3.0 | x | 30* | -1 | 0 | -368 | -8 | 41
- COc1ccc(CCNC(=O)CSc2nnnn2-c2ccccc2)cc1
 : 0.5 | 12 | 0 | 2 | 3 | 14 | 4 | 2
- O=S(=O)(CC(O)COc1ccc(Br)cc1)c1ccccc1 (configuration not stated)
 : 4.6 | -6 | 0 | -7 | -5 | 2 | -4 | -8
- CCCCN(C)C(=O)c1nc2ccccn2c1CNCCCn1nnc2ccccc21
 : 0.8 | -8 | -1 | -30 | -7 | 2 | 7 | 5
- O=C(CN1C(=O)S/C(=C\c2ccccc2F)C1=O)NC1CCS(=O)(=O)C1 (configuration not stated)
 : 1.3 | -20 | -2 | -5 | 0 | 11 | 5 | -13
- COc1cc2sc(C)nc2c2sccc12
 : 3.5 | -6 | 1 | -15 | 16 | 20 | 2 | 7
- CC(C)(C)OC(=O)N1CCC(NC(=O)c2nc[nH]c2C(=O)N2CCN(c3ccccc3)CC2)CC1
 : -0.9 | 0 | 2 | -1 | -5 | 5 | 3 | 0
- CCn1c(SCC(=O)Nc2cc(C)ccc2C)nc2c(c1=O)SC(C)C2 (configuration not stated)
 : 0.5 | 6 | -1 | -5 | 0 | 9 | -4 | -2
- O=C(Cc1ccccc1)NCC(=O)N1CCc2ccccc2C1
 : -0.1 | -6 | 0 | -9 | -2 | 10 | -10 | -1
- COc1cccc(-c2noc(CCC(=O)NCC3CCCO3)n2)c1 (configuration not stated)
 : 0.7 | -3 | 0 | 5 | 0 | 13 | 11 | -6
- C/C(=N/NC(=O)C1CCCCC1)c1ccc([N+](=O)[O-])cc1
 : 0.6 | -19 | -1 | 4 | 7 | 19 | 5 | -16
